Bioassay records deposited in PubChem BioAssay by several laboratories.
MgcRacGAP inhibition = MgcRacGAP GTPase-activating activity inhibitors, confirmation, biochemical, ADP Hunter fluorescence; Rac GTPase-activating protein 1 (Homo sapiens); MgcRacGAP-stimulated Rac1 GTP hydrolysis, ADP Hunter fluorescence; higher % means a stronger effect; GST-tagged Rac1 F28L mutant substrate; one-dose inhibition, % at 30 µM; IC50 in µM for titrated hits; 0.6% of 340,000 active; AID 624330, 2012;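 active = first-screen hits whose inhibition reached a set limit at any dose in the follow-up dose series; inconclusive = inhibition above the set first-screen limit but never retested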;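 also: fluorescence reports GDP produced by GAP-driven GTP hydrolysis; strong numbers were not always called active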
bCat nuc transl = modulators of beta-catenin nuclear translocation, primary screen, imaging, HeLa cells, immunofluorescence, high-content. nuclear translocation activity, % at 5 µM. 0.3% of 190,000 active;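 active = nuclear translocation activity above 50% at 5 µM, with a well cell count of 50 or more; inconclusive = wells under 50 cells across six images, flagged as toxic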;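 also: per-cell ratio of nuclear to cytoplasmic median beta-catenin stain intensity; plate controls were DMSO negative control for no effect and GSK-3 inhibitor IX positive control for full effect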
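System: HeLa cells, endogenous beta-catenin; compound dosing: 5 µM primary single dose, 0.1% DMSO, 0.02–20 µM confirmation series; incubation: 24 h compound exposure at 37°C, 5% CO2; signal: beta-catenin immunofluorescence imaging with DAPI; evaluation: % activation, nuclear-to-cytoplasmic median beta-catenin signal ratio per cell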
SV40 large T antigen = SV40 large T antigen inhibitors, biochemical (AID 1903). SV40 large T antigen ATPase/helicase inhibition assay; higher % means a stronger effect. 0.39% of 310,000 active. inhibition, % at 20 µM; hits with a dose series show IC50 in µM; in the data active = a potency from the dose series; inconclusive = inhibition mostly from about 32% at the one dose, without a potency; inactive = the rest, 99 in 100 with inhibition below about 32%; also: strong numbers were not always called active
West Nile virus CPE = West Nile virus antiviral activity, cell-based, CPE readout (AID 1621); West Nile virus-infected cells, CPE inhibition; higher % means a stronger effect; CPE inhibition, % at 10 µM; hits with a dose series show IC50 in µM; 0.02% of 290,000 active; in the data active = a potency from the dose series; inconclusive = CPE inhibition mostly from about 3.7% at the one dose, without a potency; inactive = the rest, 99 in 100 with CPE inhibition below about 2.2%; also: strong numbers were not always called active
RSV CPE inhibition = RSV antiviral activity via CPE protection, HEp-2 cells, primary 10 µM value included (AID 2391); 0.13% of 310,000 active; CPE inhibition, % at 10 µM; hits with a dose series show IC50 in µM; HEp-2 cells, RSV-induced CPE inhibition; higher % means a stronger effect; in the data active = a potency from the dose series; inconclusive = CPE inhibition mostly from about 23% at the one dose, without a potency; inactive = the rest, 99 in 100 with CPE inhibition below about 21%; also: strong numbers were not always called active
WT yeast gro inh = growth inhibition of WT strain, primary screen, mitochondrial fusion inhibitor project, WT and mutant strains, chemical genetic. mitochondrial fusion phenotypic screen. inhibition, % at 10 µM. 2.1% of 190,000 active; in the data active = inhibition above about 58%; tested in S. cerevisiae
Salmonella PhoP GFP = inhibitors of PhoP regulon expression, primary screen, Salmonella Typhimurium, GFP reporter (AID 1863) | inhibition, % at 50 µM, or IC50 in µM where a hit was titrated | 0.16% of 300,000 active | S. Typhimurium PhoP-regulated promoter GFP reporter, 4 h; higher % means a stronger effect;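 active = inhibition over 29.93%, a cutoff 3 SD above the screen mean, later confirmed by dose response; inconclusive = inhibition over 29.93% but no dose response follow-up; inactive = inhibition at most 29.93% or unconfirmed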;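 also: 0% = low Mg2+ inducing control and 100% = high Mg2+ repressing control; strong numbers were not always called active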
T cell modulator = modulators of CD8 T cell-vesicle binding, primary screen, mouse 2C CD8+ T cells, flow cytometry. 2C CD8+ T cell-vesicle binding; stronger effect = lower value. 0.068% of 330,000 active. calls only at 7 µM;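 active = response, share of CD8 T cells binding vesicles, and their 90th percentile fluorescence all below set limits, cut at about 80% in these data, passing the limit was not always enough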
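System: murine 2C transgenic CD8+ T lymphocytes; also added: QL9-loaded Drosophila micro-vesicles; times: binding 1.5 h at 37 °C; measured by: flow cytometry, PE anti-B7-1 (FL2) versus Alexa647 anti-CD8 (FL8), PFA-fixed; control set: Peptide-free naked vesicles (low) and QL9 vesicles with 0.7% DMSO vehicle (high)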
Myeloid diff 2 = induction of myeloid progenitor differentiation, primary screen, cell-based, flow cytometry, MLPCN library | ER-HoxA9 myeloid progenitors, lysozyme-GFP differentiation | 1% of 360,000 active | AID 624256, 2012 | calls only at 10 µM;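 active = normalized GFP-positive differentiation at or above the plate's own cutoff, the solvent-only control mean plus 3 SD; inconclusive = no clear call, values can overlap the other calls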;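 also: cells exposed to compound for four days before flow analysis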
WT yeast gro inh mutant strain = further read-out of WT yeast gro inh, marked with its call; inhibition, %; mitochondrial fusion phenotypic screen, mutant strain inhibition
bCat nuc transl cell count 5 µM = second read-out of bCat nuc transl, no call of its own (marks repeat the call); cell count; measured here: cell count, cytotoxicity flag
T cell modulator vesicle-bound % = second read-out of T cell modulator, no call of its own (marks repeat the call); double positive events, %; measured here: CD8+ vesicle-bound cell fraction;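 binding gate set so that unloaded-vesicle control wells show 10% double positive cells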
Myeloid diff 2 GFP+ MAC1+ % = second read-out of Myeloid diff 2, no call of its own (marks repeat the call); GFP+ MAC1+ double positive, %; measured here: differentiation confirmed by MAC1 staining
Active calls of the source: *; i = inactive; ? = inconclusive; . = no result given; & = joins results of further samples.

SMILES	MgcRacGAP inhibition	bCat nuc transl	bCat nuc transl cell count 5 µM	SV40 large T antigen	West Nile virus CPE	RSV CPE inhibition	WT yeast gro inh	WT yeast gro inh mutant strain	Salmonella PhoP GFP	T cell modulator	T cell modulator vesicle-bound %	Myeloid diff 2	Myeloid diff 2 GFP+ MAC1+ %
O=C(NCc1ccc2c(c1)OCO2)c1cccc(S(=O)(=O)N2CCCCC2)c1	2.3%	1.5	1089	1.1%	-1.1%	0.3%	9.4	0.9	-9.2%	i	33.4	i	3.2
CNC(C)C#Cc1ccc2oc3cc(C)c(C)cc3c(=O)c2c1 (stereo unspecified)	-10.6%	.	.	9.1%	0.3%	7.8%	.	.	.	i	19.9	i	3.0
CCOc1ccccc1O[C@H](c1ccccc1)[C@H]1CNCCO1	4.6%	.	.	21.8%	.	-2.5%	.	.	-7.7%	i	61.8	i	1.6
Cc1cccc(NC(=O)c2cnn3ccccc23)c1C	10.5%	3.1	1075	7.7%	-1.1%	-1.6%	.	.	-7.1%	i	19.5	.	.
COc1ccc(NC(=O)c2cccc(OC(=S)N3CCOCC3)c2)cc1	-31.9%	-0.1	1240	-2.4%	0.0%	1.0%	.	.	-7.7%	i	25.3	i	0.3
O=C(c1ccc(Br)c([N+](=O)[O-])c1)N1CCN(Cc2ccccc2)CC1	-7.9%	.	.	14.8%	-1.3%	0.2%	.	.	3.2%	i	47.5	i	0.4
Cc1ocnc1C(=O)Nc1ccc(Cl)cc1	8.9%	-0.8	1296	6.9%	-0.2%	-0.7%	9.3	-17.4	4.3%	i	9.8	i	6.4
O=C(CN1C(=O)NC2(CCCC2)C1=O)NCCN1C(=O)S/C(=C\c2ccccc2F)C1=O	12.3%	.	.	20.0%	.	-2.0%	.	.	-5.8%	i	18.9	i	0.6
c1ccc2[nH]c(-c3ccnc4ccccc34)nc2c1	13.0%&2.8%	-0.4	1097	14.2%&24.7%	0.4%&0.6%	1.2%&1.8%	11.4&10.4	1.6&31.2	3.3%&-1.8%	i	38.1&14.2	i	0.7&1.0
COc1cc2c(cc1NC(=O)/C=C/c1cc(OC)c(OC)c(OC)c1)oc1ccccc12	3.1%	0.2	1077	4.2%	1.4%	4.0%	9.3	-16.4	-6.5%	i	33.5	?	.
O=[N+]([O-])c1cccc(S(=O)(=O)N/N=C\c2ccc3c(c2)OCO3)c1	3.6%	.	.	4.8%	-0.3%	0.3%	.	.	8.8%	i	60.2	.	.
S=c1[nH]nc(COc2cccc3ccccc23)n1Cc1ccccc1	5.2%	-0.4	1378	9.5%	0.0%	16.1%	.	.	-2.1%	i	47.1	i	0.3
CCC(=O)N1CCN=C1SCc1cc(C)ccc1C	9.5%	.	.	7.6%	-0.5%	0.3%	.	.	-1.9%	i	27.9	i	0.0
Cc1cc(-c2ccc(C(C)C)c(S(=O)(=O)NCc3ccco3)c2)on1	7.2%	.	.	34.2%	?	2.9%	.	.	-10.7%	i	40.0	i	2.6
CC(=O)c1cccc(NC(=O)CCn2c(=S)oc3ccccc32)c1	3.3%	.	.	6.2%	-0.9%	0.1%	.	.	.	i	34.8	i	0.1
O=C(Nc1nc2ccsc2c(=O)s1)c1ccc(F)cc1	.	-1.0	1379	-2.2%	0.9%	0.3%	.	.	5.7%	i	11.0	i	1.3
O=C(CO/N=C/c1ccc(Cl)cc1Cl)NNC(=O)c1cccc(Cl)c1	5.3%	0.9	1343	8.6%	0.3%	2.1%	.	.	-6.9%	i	36.1	i	0.6
CCOC(=O)c1sc(NC(=O)Cc2ccc(C)cc2)nc1C	4.5%	0.2	1539	6.5%	-0.3%	18.9%	44.5	33.9	-0.5%	i	62.0	i	0.1
Cc1ccc(S(=O)(=O)N2CCC(C(=O)N[C@H](C(=O)N3CCN(C)CC3)C(C)C)CC2)cc1	1.5%	-2.3	1002	-1.0%	-0.4%	-2.1%	-10.2	-9.7	-7.3%	i	10.9	i	4.7
O=C(NCc1ccc2c(c1)OCO2)C1CCCN(S(=O)(=O)c2cccs2)C1 (stereo unspecified)	3.7%	-2.1	1075	6.0%	-0.3%	0.3%	1.5	-10.8	8.5%	i	43.0	i	2.2
Cc1cccc(NC(=S)NNC(=O)c2csc3c2CCC(C)C3)c1 (stereo unspecified)	-1.6%	0.5	1224	18.9%	0.2%	7.0%	37.4	6.8	-5.6%	i	37.4	i	9.9
CCOc1ccc(NC(=O)c2ccc3snnc3c2)cc1	1.7%	-3.6	1233	4.2%	-0.2%	3.4%	-5.2	-12.9	-3.0%	i	55.9	i	0.8
CC1CCN(C(=O)CCCC(=O)N2CCC(C)CC2)CC1	1.8%	.	.	21.0%	-0.3%	0.9%	.	.	3.8%	i	66.9	i	0.5
CC1CC(C)(C)Nc2ccc(OC(=O)c3ccco3)cc21 (stereo unspecified)	20.8%	-0.3	1258	6.7%	-0.9%	-4.0%	14.4	26.1	13.8%	i	16.4	?	.
Cc1cccc(NC(=O)CCNS(=O)(=O)c2cccc3nonc23)c1C	-1.0%	0.4	1058	4.5%	-0.8%	-0.9%	-5.8	-11.3	1.0%	i	38.9	i	0.1
CCCc1ccc(-c2cc(C(=O)N3CCN(c4ccccn4)CC3)c3ccccc3n2)cc1	6.7%	.	.	24.6%	-1.6%	6.5%	.	.	-1.0%	i	1.9	i	4.1
Cc1cccc(Cc2cnc(N3C(=N)SC(C)C3=O)s2)c1 (stereo unspecified)	-2.1%	-2.8	955	3.8%	-0.2%	5.2%	68.7	70.7	-8.9%	i	34.6	i	0.3
CCN(CC)c1ccc(/C=N/N(c2ccccc2)c2ccccc2)c(O)c1	8.8%	-0.1	1098	-1.6%	0.0%	20.0%	27.0	7.2	6.3%	i	52.8	i	1.1
CC1=C(C(=O)OCc2ccccc2)C(c2ccc(C(C)(C)C)cc2)NC(=O)N1CCCCCC(=O)O (stereo unspecified)	4.7%	-5.0	598	0.4%	-0.3%	3.9%	44.9	-18.7	-1.2%	.	.	i	4.5
Cc1c(C#N)c(SCC(N)=O)nc2c1CCCC2	4.9%	1.4	1105	4.7%	-0.3%	4.9%	-5.1	-9.6	11.2%	i	32.2	i	0.9
Cc1ccc(-c2nc3ccsc3c(=O)[nH]2)cc1	4.3%	0.8	1146	6.9%	-1.3%	-1.1%	-8.4	13.8	3.9%	i	50.5	i	0.6
Cc1ccc(C)n1-c1ccccc1N1CCCCC1	12.3%	-1.9	1136	2.9%	.	0.0%	5.2	-25.8	-8.9%	i	39.7	i	1.3
O=C1NC(c2ccccc2)Nc2c1sc(=S)n2-c1ccccc1 (stereo unspecified)	25.3%	-0.4	1101	-0.1%	0.8%	-0.6%	9.2	2.2	5.1%	i	66.2	i	0.1
CSc1ccc(CCNC(=O)c2cc(C)nn2-c2ccccc2)cc1	2.2%	-1.3	1304	-5.2%	0.1%	1.4%	.	.	-3.1%	i	7.0	i	0.6
Cc1ccc(NS(=O)(=O)c2cccs2)c(C)c1	2.3%	.	.	5.2%	-0.3%	6.8%	.	.	4.4%	i	12.8	i	0.3
Cc1cc(N(CC(=O)O)S(C)(=O)=O)ccc1Br	13.2%	-3.0	1117	-4.2%	0.5%	0.1%	5.2	-0.6	4.6%	i	53.9	i	0.7
Cc1cc(Br)cc(Cl)c1OCC(=O)NC(=O)NCc1ccccc1	7.6%	-0.9	1092	1.4%	-0.8%	0.2%	-5.3	5.3	-1.9%	i	20.3	i	0.4
CC1(C(=O)NC2CCCCCCC2)CCC(=O)N1Cc1cccnc1 (stereo unspecified)	2.0%	-6.5	906	3.2%	0.7%	1.6%	-15.6	-8.8	-14.4%	i	28.3	i	8.0
Cc1ccccc1N1CC(C(=O)Nc2ccc(S(=O)(=O)NCC3CCCO3)cc2)CC1=O (stereo unspecified)	2.9%	.	.	3.9%	-0.1%	0.9%	.	.	0.6%	i	42.9	i	1.1
N#CC1(NC(=O)COc2ccccc2[N+](=O)[O-])CCCCC1	6.9%	.	.	11.6%	.	2.1%	.	.	1.8%	i	43.4	i	1.2
Cn1c(=O)[nH]c(=O)c2c1nc(SCCO)n2CCCc1ccccc1	4.4%	.	.	12.2%	-0.3%	19.5%	.	.	6.5%	i	16.1	i	0.4
COC(=O)COc1ccc(-c2ccc(F)cc2)cc1C=O	4.5%	-0.7	413	-8.3%	0.0%	0.9%	17.7	8.9	-5.5%	i	49.6	i	0.1
Nc1nc(=S)c2[nH]cnc2[nH]1	9.6%	.	.	21.1%	.	4.6%	.	.	-10.2%	i	45.6	?	.
C=CCn1c(SCc2ccccc2C#N)nnc1-c1ccccc1O	1.1%	-1.1	1428	1.5%	-0.8%	7.7%	15.3	-1.9	-0.1%	i	29.8	i	0.9
CC12CCC(C/C1=N/NC(=O)COc1ccccc1Cl)C2(C)C (stereo unspecified)	8.3%	-1.5	1150	4.5%	-1.2%	?	14.1	-24.3	5.2%	i	30.0	i	0.2
O=C(Nc1ccccc1)NC1CCCCNC1=O (stereo unspecified)	.	-1.2	1282	6.3%	0.1%	2.6%	.	.	-4.0%	i	17.9	i	1.1
Cc1cc(=O)oc2c3c(cc(OCC(=O)NCc4ccco4)c12)OC(C)(C)CC3	8.6%	.	.	5.0%	0.7%	10.8%	.	.	-7.2%	i	58.0	i	2.3
COc1ccc(/C=C(\C#N)C(=O)Nc2cc(S(=O)(=O)N3CCOCC3)ccc2N2CCCC2)cc1	8.4%	-0.8	548	-0.8%	0.7%	0.7%	5.8	-6.0	0.4%	i	58.9	i	0.5
